Bioassay records deposited in PubChem BioAssay by several laboratories.
GDH-TPI inh: GDH-TPI coupling enzyme inhibitors, primary screen, artefact control for M. tuberculosis FBA inhibitor project, biochemical, absorbance, full deck; GDH-TPI coupled enzyme counterscreen, NADH absorbance; inhibition, % at 4.8 µM; 1.2% of 360,000 active; AID 588335, 2011; in the data active = inhibition above about 30%;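 also: 0% = DMSO wells and 100% = wells lacking the enzyme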
3CLpro inhibitor: SARS-CoV 3CLpro protease inhibitors, primary screen, biochemical, quenched FRET. Replicase polyprotein 1ab (Severe acute respiratory syndrome coronavirus), P0C6X7. recombinant SARS-CoV 3CLpro, quenched FRET peptide cleavage. inhibition, % at 6 µM. 0.14% of 290,000 active; in the data active = inhibition above about 12%
Rv3671c protease: Rv3671c serine protease inhibitors, primary screen, biochemical, fluorescence polarization, M. tuberculosis H37Rv; P9WHR9; inhibition, % at 5.96 µM; 0.048% of 320,000 active; AID 2606, 2010; in the data active = inhibition above about 38%;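 also: extracellular domain of Rv3671c used as enzyme; 0% = enzyme with DMSO and 100% = no enzyme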
Target sequence (P9WHR9 whole entry, looked up, the tested form may be a part): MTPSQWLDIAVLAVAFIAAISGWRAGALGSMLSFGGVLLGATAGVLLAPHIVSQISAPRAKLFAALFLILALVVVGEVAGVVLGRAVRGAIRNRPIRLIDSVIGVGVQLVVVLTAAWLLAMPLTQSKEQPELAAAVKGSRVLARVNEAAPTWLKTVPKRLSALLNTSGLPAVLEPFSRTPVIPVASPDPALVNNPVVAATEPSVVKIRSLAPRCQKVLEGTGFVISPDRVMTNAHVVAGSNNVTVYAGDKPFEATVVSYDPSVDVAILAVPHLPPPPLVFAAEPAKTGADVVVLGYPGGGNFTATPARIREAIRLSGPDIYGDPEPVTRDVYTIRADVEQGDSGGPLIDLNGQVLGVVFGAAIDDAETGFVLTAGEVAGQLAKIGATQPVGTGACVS
DUSP3 inh: VHR1 phosphatase inhibitors, primary screen, biochemical, absorbance, uHTS. recombinant VHR phosphatase, pNPP absorbance. Dual specificity protein phosphatase 3 (Homo sapiens), P51452. AID 1654, 2009. inhibition, % at 13.3 µM. 0.52% of 290,000 active; in the data active = inhibition above about 50%; also: some compounds called inactive have numbers as strong as hits
Target sequence (P51452 whole entry, looked up): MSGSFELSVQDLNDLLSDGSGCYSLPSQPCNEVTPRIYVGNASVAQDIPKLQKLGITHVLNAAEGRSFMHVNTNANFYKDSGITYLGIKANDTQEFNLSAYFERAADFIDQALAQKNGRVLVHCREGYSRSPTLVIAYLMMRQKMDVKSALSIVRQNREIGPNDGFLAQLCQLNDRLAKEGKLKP
MazF activator: activators of E. coli MazEF toxin-antitoxin RNase, primary screen, biochemical, fluorescence, uHTS. activation, % at 20 µM. 0.32% of 350,000 active. Endoribonuclease toxin MazF (Escherichia coli (strain K12)), P0AE70. AID 504720, 2011. FAM/BHQ RNA-DNA oligo cleavage fluorescence, 5 h; in the data active = activation above about 50%
Target sequence (P0AE70 whole entry, looked up): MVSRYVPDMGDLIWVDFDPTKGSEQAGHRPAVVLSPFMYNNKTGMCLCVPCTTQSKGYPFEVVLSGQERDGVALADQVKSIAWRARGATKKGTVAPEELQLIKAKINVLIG
FBA Mtb inh: Mtb FBA enzyme inhibitors, primary screen, biochemical, fluorescence, strain H37Rv; purified M. tuberculosis FBA, fluorescence read-out; inhibition, % at 1 µM; 2.3% of 360,000 active; in the data active = inhibition above about 27%;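 also: 0% = vehicle and 100% = reference inhibitor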
Target sequence (P9WQA3 whole entry, looked up): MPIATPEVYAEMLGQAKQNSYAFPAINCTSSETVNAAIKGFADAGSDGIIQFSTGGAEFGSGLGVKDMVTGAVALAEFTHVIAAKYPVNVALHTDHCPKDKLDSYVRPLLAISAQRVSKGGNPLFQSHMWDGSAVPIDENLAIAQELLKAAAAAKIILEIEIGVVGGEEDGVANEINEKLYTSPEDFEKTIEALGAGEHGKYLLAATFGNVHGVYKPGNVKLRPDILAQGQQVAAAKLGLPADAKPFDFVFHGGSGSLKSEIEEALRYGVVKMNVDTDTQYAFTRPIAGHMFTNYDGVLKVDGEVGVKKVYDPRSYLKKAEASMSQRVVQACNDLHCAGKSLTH
Vc quorum ag: inducers of Vibrio cholerae quorum light production without autoinducers, primary screen, BH1578 luxS cqsA deficient, single point. 0.16% of 350,000 active. V. cholerae BH1578 lux reporter, luminescence, 6 h. activation, % at 18.7 µM; in the data active = activation mostly above about 9.7%, no sharp cut-off; also: not every result past the cut was called active; inactives centre near 0; reference of the scale not given here
BioA inh: M. tuberculosis BioA enzyme inhibitors, primary screen, biochemical, plate reader, single point, HTS; 7,8-diaminopelargonic acid synthase BioA (Mycobacterium tuberculosis); purified M. tuberculosis BioA enzyme; inhibition, % at 9.99 µM; 0.096% of 360,000 active; in the data active = inhibition above about 40%
SSB-PriA inh: inhibitors of Klebsiella pneumoniae PriA binding to SSB C-terminal tail, primary screen, biochemical, AlphaScreen. PriA–SSB C-terminal tail interaction (Klebsiella pneumoniae). AlphaScreen SSBct-PriA binding, biotinylated peptide. inhibition, % at 33 µM. 0.6% of 430,000 active. AID 1272365, 2023; in the data active = inhibition mostly above about 37%, no sharp cut-off; inactive = mostly below about 20%;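 also: plate controls were negative control peptide for no effect and reference peptide for full effect; strong numbers were not always called active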
UGM FP inh: M. tuberculosis UGM enzyme inhibitors, primary screen, biochemical, fluorescence polarization, single point. UDP-galactopyranose mutase (Mycobacterium tuberculosis (strain ATCC 25618 / H37Rv)), …. purified UGM, fluorescence polarization probe displacement. inhibition, % at 10 µM. 0.06% of 320,000 active. AID 504406, 2011; in the data active = inhibition above about 10%, passing the limit was not always enough
Active calls of the source: *; i = inactive; . = no result given. A portion of the library. The share of hits here may be higher or lower than overall.

Start of the listing, in advance, 6 compounds:
SMILES	GDH-TPI inh	3CLpro inhibitor	Rv3671c protease	DUSP3 inh	MazF activator	FBA Mtb inh	Vc quorum ag	BioA inh	SSB-PriA inh	UGM FP inh
CCN(CC)c1ccc(C(=O)OCC(=O)N2CCCC2)cc1	18.7	-5.3	6.3	16.6	2.1	1.7	-0.8	-0.9	5.7	1.3
Cc1ccc(-n2cc(C(=O)c3ccc(N4CCN(C)CC4)cc3)nn2)cc1Cl	-12.9	2.6	7.4	-6.4	9.5	0.3	-0.9	-1.3	-9.1	1.5
Oc1cc(-c2ccccc2)c2ccccc2c1	-3.9	0.0	-18.7	-11.2	-15.2	6.8	-5.6	.	-4.1	1.6
C=CCNc1cnn(CC(C)=O)c(=O)c1Br	0.0	5.1	2.6	-3.7	-1.4	-2.3	i	-0.9	-0.3	0.1
CCC(=NCC1CCCO1)c1c(O)n(-c2ccc(Cl)cc2)c(=O)[nH]c1=O (configuration not stated)	1.0	-0.2	2.0	43.1	-1.4	1.0	-0.7	-1.0	-14.9	0.9
COC(=O)/C(C#N)=C/c1c(N2CCN(c3ccc(OC)cc3)CC2)nc2c(C)cccn2c1=O	7.1	-2.9	12.5	12.5	3.2	-3.6	-0.3	0.1	7.9	2.4

The whole of this part, previewed entries included:
SMILES	GDH-TPI inh	3CLpro inhibitor	Rv3671c protease	DUSP3 inh	MazF activator	FBA Mtb inh	Vc quorum ag	BioA inh	SSB-PriA inh	UGM FP inh
CCN(CC)c1ccc(C(=O)OCC(=O)N2CCCC2)cc1	18.7	-5.3	6.3	16.6	2.1	1.7	-0.8	-0.9	5.7	1.3
Cc1ccc(-n2cc(C(=O)c3ccc(N4CCN(C)CC4)cc3)nn2)cc1Cl	-12.9	2.6	7.4	-6.4	9.5	0.3	-0.9	-1.3	-9.1	1.5
Oc1cc(-c2ccccc2)c2ccccc2c1	-3.9	0.0	-18.7	-11.2	-15.2	6.8	-5.6	.	-4.1	1.6
C=CCNc1cnn(CC(C)=O)c(=O)c1Br	0.0	5.1	2.6	-3.7	-1.4	-2.3	i	-0.9	-0.3	0.1
CCC(=NCC1CCCO1)c1c(O)n(-c2ccc(Cl)cc2)c(=O)[nH]c1=O (configuration not stated)	1.0	-0.2	2.0	43.1	-1.4	1.0	-0.7	-1.0	-14.9	0.9
COC(=O)/C(C#N)=C/c1c(N2CCN(c3ccc(OC)cc3)CC2)nc2c(C)cccn2c1=O	7.1	-2.9	12.5	12.5	3.2	-3.6	-0.3	0.1	7.9	2.4
CC1CCN(CCc2nc3cc(NS(=O)(=O)c4ccccc4)ccc3n2C)CC1	-0.3	0.4	5.2	13.8	8.3	1.1	1.6	.	4.7	0.9
O=C(COC(=O)c1cc[n+]([O-])cc1)Nc1ccc(Cl)c(C(F)(F)F)c1	0.6	.	-3.6	.	-1.0	4.2	i	-1.3	-4.2	-1.0
CCN(CC)P(=O)(Nc1ccc(C)cc1Br)c1ccc(N(C)C)cc1NC(=O)c1ccco1 (configuration not stated)	-3.5	1.4	0.7	11.1	7.3	-2.4	-0.4	.	11.0	1.3
CCOc1ccc(S(=O)(=O)Nc2cccc(C(=O)N(C)CC(=O)Nc3ccc(OC)cc3)c2)cc1	6.5	.	.	.	-1.8	2.0	i	1.3	-6.4	.
COc1ccccc1NC(=O)CN1CCC(c2nc3ccc(C)cc3[nH]2)CC1	-5.8	0.0	6.2	12.2	3.5	-4.2	-0.2	2.8	-9.0	-0.5
COC(=O)c1ccc(NC(=S)N2CCN(C)CC2)cc1	-6.3	-1.9	8.9	11.5	0.1	-0.9	-0.4	.	-10.4	-1.1
N#C/C(=C\c1ccc[nH]1)C(=O)Nc1ccccc1F	5.3	0.8	.	18.8	2.6	-0.7	i	-0.6	2.2	-1.3
NS(=O)(=O)c1ccc(NC2(C(=O)O)CCCC2)cc1	-1.1	-5.5	-2.9	26.9	-25.2	1.6	-0.4	.	-2.6	0.1
CCOC(=O)C1(CC2CCCCO2)CCN(Cc2nc(C(C)C)cs2)CC1 (configuration not stated)	2.2	-0.5	-0.9	-3.9	1.2	-0.7	-0.1	.	-5.3	0.9
COc1ccc2oc(=O)c(C(=O)N3CCN(c4ccccc4C)CC3)cc2c1	15.9	-4.9	-11.0	-7.5	-16.5	2.3	-6.9	-6.7	6.6	1.6
CCC(=O)NC(=S)Nc1cccc(Cl)c1N1CCCCC1	7.2	4.4	-5.1	10.4	4.7	-0.5	1.0	-0.3	-12.8	0.1
Cc1ccc(-n2ccnc2SCC(=O)O)cc1C	-19.8	2.2	4.7	29.4	0.9	-2.5	-0.4	0.9	-19.0	2.6
CCN(CC(=O)NCc1cccs1)C(=O)/C=C/c1ccc(F)cc1	-7.1	.	.	.	-4.1	-2.0	-0.3	1.8	.	.
COc1ccc(C2=NS(=O)(=O)N(C)C(C(=O)Nc3ccc4c(c3)OCO4)=C2)cc1	16.6	2.0	-1.1	17.3	9.2	-1.7	-0.4	1.0	26.2	-1.1
CCCN(CCC)C(=S)NC1CC2C=CC1C2 (configuration not stated)	-2.4	2.7	1.1	16.5	5.2	-0.7	-0.4	.	1.4	-3.6
O=C(c1cccc2ccccc12)N1CCN=C1SCc1ccc([N+](=O)[O-])cc1	6.2	-1.0	-3.5	0.2	4.5	0.3	i	0.1	6.2	0.7
Cc1sc2nc(C3CC3)nc(NCCNS(=O)(=O)c3ccccc3)c2c1C	0.0	2.2	-0.9	-13.2	-2.1	0.2	-1.9	-0.5	-0.4	0.5
CC(NC(=O)COC(=O)c1ccc(N2CCCC2=O)cc1)c1ccc(F)cc1 (configuration not stated)	2.2	.	1.4	.	0.5	1.3	i	-0.7	-8.6	-1.0
CCC(CCc1ccccn1)C(=O)c1ccccc1 (configuration not stated)	-7.8	.	.	.	-12.9	3.2	i	8.1	-19.3	.

A few values from the entries so far:
CC(NC(=O)COC(=O)c1ccc(N2CCCC2=O)cc1)c1ccc(F)cc1 (configuration not stated) in SSB-PriA inh → -8.6
C=CCNc1cnn(CC(C)=O)c(=O)c1Br in 3CLpro inhibitor → 5.1

Later entries:
SMILES	GDH-TPI inh	3CLpro inhibitor	Rv3671c protease	DUSP3 inh	MazF activator	FBA Mtb inh	Vc quorum ag	BioA inh	SSB-PriA inh	UGM FP inh
CCCCC1=CC2=CC(=O)C(C)(OC(=O)CC)C(=O)C2=CN1CC(C)C (configuration not stated)	12.1	.	-13.3	-0.3	-0.1	1.0	-0.4	-1.9	-9.1	-1.4
CN(C)C(CNC(=O)C1CCN(S(=O)(=O)c2cccc(Cl)c2Cl)CC1)c1ccccc1 (configuration not stated)	4.0	4.1	-8.1	9.6	8.8	-2.7	i	0.2	4.1	-0.1
Cc1ccc2c(CN3CCOCC3)cc(=O)oc2c1	.	4.4	11.4	-2.8	4.9	.	.	.	-3.5	0.0
CCOc1cc(NC(=O)c2ccccn2)c(OCC)cc1NC(=O)c1ccccc1	5.1	-0.7	-2.8	-13.6	-1.8	1.1	-0.2	.	-6.5	-0.9
O=C(NCC(=O)N(CC1CCCO1)C(C(=O)NC1CCCC1)c1cccnc1)c1ccco1 (configuration not stated)	3.5	-2.0	4.1	-10.1	0.6	2.2	i	-1.6	-2.8	-2.4
O=C(c1cc(-c2ccccc2)nn1-c1ccccc1)N1CCN(S(=O)(=O)c2c(F)cccc2F)CC1	-6.5	.	-2.8	.	-3.8	-1.3	-2.3	-1.4	-5.8	-2.7
Cc1ccc(CNc2ncnc3c2cnn3-c2ccccc2)cc1	0.6	0.4	-10.5	17.8	-2.5	-3.9	i	.	-11.2	-0.2
CCN(C(=O)CCN1C(=O)/C(=C/c2ccccc2)SC1=S)C1CCS(=O)(=O)C1 (configuration not stated)	14.3	8.6	-1.9	15.0	-4.8	-0.3	-0.5	7.2	-1.1	2.0
O=C(NCCC(=O)N(CCc1ccccc1)Cc1ccccc1)c1ccc(Br)cc1	-6.7	.	-6.5	.	11.2	-1.8	-0.9	0.6	-3.9	4.2
CCC1=[N+](CC(=O)c2ccc(C)cc2)CCn2c(C)ccc21	23.0	-0.2	-3.6	25.5	12.8	6.2	-0.3	.	-12.3	2.0
COC(=O)CSc1nnc(CNC(=O)c2ccc(OC)cc2OC)n1C	11.6	-4.1	4.8	15.1	-0.2	2.2	i	-2.1	-11.2	4.4
CC(C)Cn1c2c(c(O)c(C(=O)Nc3ccc(F)cc3)c1=O)CCCC2	5.6	-1.6	4.4	12.1	-3.8	3.8	-0.2	-1.4	-15.0	0.6
Cc1ccc(OCC(O)Cn2nc(C)cc2C)cc1 (configuration not stated)	-4.6	-0.2	-8.5	-13.6	-9.2	-4.3	i	.	-3.2	-0.2
O=C(CNc1cccc([N+](=O)[O-])c1)N1CCN(S(=O)(=O)c2ccc(Cl)cc2)CC1	-1.8	.	.	.	3.4	-0.5	i	.	5.1	.
Cc1cc(C)nc(SCCCNCc2ccccc2)n1	0.0	0.0	2.0	-12.0	15.8	-2.8	-0.3	1.4	-11.8	0.8
CCc1ccc(NC(=O)c2cc(-c3ccco3)on2)cc1	9.3	4.9	-11.4	13.2	-19.0	1.9	-0.2	.	-11.2	3.3
CCCc1ccc(OCCNC(=O)C2CCCCC2)cc1	2.7	4.0	2.0	9.3	4.9	1.2	-0.3	.	-12.3	1.0
Brc1ccc(CN2CCSCC2)cc1	-4.1	1.1	1.7	15.8	2.6	1.3	-0.6	-0.8	-1.1	-2.1
CCOc1ccc(/C=N/NC(=O)C2CC2)cc1OC	14.4	-6.4	-3.8	27.2	0.9	1.4	-1.0	0.2	.	0.9
C=CCn1c(SCCOC)nc2c1c(=O)[nH]c(=O)n2C	7.3	-0.1	1.7	12.8	-2.0	-0.7	-0.6	-1.7	2.3	1.5
C=CCn1c(SCC(=O)/C(C#N)=C(\C)N)nnc1C1CCCCC1	6.4	-5.8	-17.0	23.2	2.9	2.5	-0.4	1.0	-14.9	-1.3
C=CCN(C(=O)c1csnn1)C(C(=O)NCc1ccccc1)c1ccccc1F (configuration not stated)	1.9	-1.9	0.5	11.8	11.1	-0.2	-0.3	-1.8	-11.1	1.0
Cc1cc(C)cc(NC(=O)C(c2ccccc2)N2CCN(CC(=O)NC3CC3)CC2)c1 (configuration not stated)	-2.2	.	-1.4	.	1.4	-1.6	0.6	-0.3	-14.6	1.0
Cc1nn(Cc2ccccc2Cl)c2sc(C(=O)Nc3nccs3)cc12	14.3	3.4	-16.9	-14.8	-8.0	0.7	i	.	-5.3	-1.3
COCc1cc(=O)[nH]c(N2CCN(C(=O)c3ccco3)CC2)n1	-5.9	-4.4	-6.3	16.1	4.8	-5.6	i	.	4.1	-1.8
COc1ccc(CCNc2oc(COc3ccccc3Cl)nc2C#N)cc1OC	1.9	-1.0	-2.4	42.2	-9.0	-0.3	-0.3	-0.1	25.9	0.1
CC1CCC(NC(=O)c2nn(C)c3c2CSc2ccccc2-3)CC1 (configuration not stated)	-1.5	8.0	-0.6	23.9	3.0	-0.3	-0.2	-2.3	-15.3	-0.6
Cc1cc(C)c(C(=O)NCC(=O)c2ccccc2)c(C)c1	0.4	.	-2.7	.	1.0	2.3	-0.6	.	-10.2	1.5
O=C(NCc1ccc2c(c1)OCO2)c1cc(S(=O)(=O)N2CCCCC2)ccc1F	-8.3	-3.7	-10.8	3.5	-4.5	-1.9	-0.2	4.7	-7.2	3.1
CCOc1ncccc1C(=O)Nc1ccc(S(=O)(=O)N2CC(C)CC(C)C2)cc1 (configuration not stated)	5.3	.	9.5	.	-3.5	-1.9	-1.0	-1.9	5.9	-0.6
